Bioassay records (PubChem BioAssay)
MITF inh: blocks human microphthalmia-associated transcription factor; O75030; AlphaScreen MITF homodimerization, bead proximity signal; inhibition, % at 2.6 µM; actives 0.91% (n = 650,000); AID 1259374; in the data active = inhibition above about 50%;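 note: 0% = vehicle wells with protein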
FBW7 act: activators of human E3 ligase FBW7 | AlphaScreen FBW7–phospho-cyclin E peptide binding, activator screen | Q969H0 | actives 0.13% (n = 650,000) | normalized activity (activation), % at 26.1 µM | AID 1259310; in the data active = normalized activity above about 1.9%;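 note: purified mutant Fbw7 with reduced substrate affinity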
Target sequence (Q969H0 whole entry, looked up): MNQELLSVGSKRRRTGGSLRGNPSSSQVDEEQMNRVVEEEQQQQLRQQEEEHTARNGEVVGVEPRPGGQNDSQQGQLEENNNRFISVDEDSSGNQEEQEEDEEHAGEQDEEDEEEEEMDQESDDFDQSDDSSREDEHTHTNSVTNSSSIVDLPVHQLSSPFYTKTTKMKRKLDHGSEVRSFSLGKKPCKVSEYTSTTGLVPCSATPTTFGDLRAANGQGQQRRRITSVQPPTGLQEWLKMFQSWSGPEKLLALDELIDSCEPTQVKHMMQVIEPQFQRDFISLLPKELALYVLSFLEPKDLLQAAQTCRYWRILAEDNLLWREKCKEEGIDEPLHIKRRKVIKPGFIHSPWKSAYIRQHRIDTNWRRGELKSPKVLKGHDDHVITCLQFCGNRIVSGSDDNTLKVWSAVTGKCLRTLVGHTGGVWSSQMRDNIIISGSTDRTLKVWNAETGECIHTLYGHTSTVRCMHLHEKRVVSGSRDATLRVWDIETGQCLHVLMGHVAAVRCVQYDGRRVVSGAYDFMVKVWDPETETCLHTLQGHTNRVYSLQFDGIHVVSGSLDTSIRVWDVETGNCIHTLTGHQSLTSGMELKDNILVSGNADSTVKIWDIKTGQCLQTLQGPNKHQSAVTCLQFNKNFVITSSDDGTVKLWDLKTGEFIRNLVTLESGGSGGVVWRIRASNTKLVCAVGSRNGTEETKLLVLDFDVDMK
GPR151 ag: activators of human GPR151; Q8TDV0; PathHunter beta-arrestin GPR151 cells, luminescence; activation, % at 11.2 µM; actives 1% (n = 650,000); AID 1508602; in the data active = activation above about 4.9%;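 note: 0% = median of compound wells and 100% = cells with positive control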
TEAD-YAP inh: TEAD-YAP interaction inhibition | HEK-TIYL cells, TEAD-Gal4/YAP UAS-luciferase luminescence | inhibition, % at 9.12 µM | actives 1.4% (n = 640,000) | AID 1259422; in the data active = inhibition above about 32%;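 note: 0% = median of test compound wells and 100% = reference inhibitor wells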
* = called active by the depositor. Rows were taken by chance. Share with any hit: about 3.4%.

Values run as follows: MITF inh, FBW7 act, GPR151 ag, TEAD-YAP inh
Cc1ccc(S(=O)(=O)N(CC(=O)Nc2ccccc2C(N)=O)c2ccccc2C)cc1
    13, -0.1, -1.1, 26
O=C(NC(=S)Nc1ccc(F)c([N+](=O)[O-])c1)c1cccs1
    3, -0.1, 0.2, 6
O=S(=O)(c1ccc(Br)cc1)N1CCCN(Cc2c(F)cccc2F)CC1
    -8, -0.1, 0.3, -2
COc1ccc(N2CCN(Cc3nc4c(c(=O)n(C)c(=O)n4C)n3CCN3CCOCC3)CC2)cc1
    9, 0.2, 4.6, 0
O=C(Nc1ccc(-c2ccco2)cc1)C1CCCN(C(=O)CCOc2ccccc2)C1 (stereo not drawn)
    6, -0.1, 2.1, 11
O=C(NCc1ccco1)c1ccccc1C(F)(F)F
    -11, 0.1, -0.3, 5
Cc1cc(C(F)(F)F)c2c(NCc3ccncc3)n[nH]c2n1
    7, 0.1, 0.5, -22
COc1ccc2nc(SCC3CC3(Cl)Cl)[nH]c2c1 (stereo not drawn)
    -12, -0.3, -1.3, -95
COc1ccccc1CNC(=O)CN1C(=O)C(C)Oc2ccccc21 (stereo not drawn)
    6, -0.1, -0.8, -37
O=c1c(Cl)c(NCc2ccccc2Cl)cnn1C12CC3CC(CC(C3)C1)C2
    -27, 0.1, 0.5, -5
COCCn1nnnc1C(c1cccs1)N1CCCC(C)C1 (stereo not drawn)
    9, 0.0, 0.7, 6
O=C(NCc1ccco1)c1ccc2c(=O)n(Cc3ccco3)c(SCc3ccc([N+](=O)[O-])cc3)nc2c1
    -6, -0.2, 0.7, -2
CN(C)CCNC(=O)c1cnc(N2CCN(c3ccccn3)CC2)c2ccccc12
    -13, -0.2, 0.9, 9
CN(C)S(=O)(=O)c1ccc(C(=O)/C=C/c2cccc(O)c2)cc1
    2, 0.4, 0.2, -8
COc1ccc(/C(O)=C2/C(=O)C(=O)N(CCCn3ccnc3)C2c2cccnc2)cc1 (stereo not drawn)
    -3, 0.6, 0.9, -3
CC(C)Oc1ccccc1/C=N/Nc1nncn1/N=C/c1ccccc1OC(C)C
    9, -1.6, -0.7, -5
CCOC(=O)Nc1ccc2c(Cn3nnc(-c4ccc(Cl)cc4)n3)cc(=O)oc2c1
    -5, 0.2, -0.4, 7
CCOC(=O)c1sc(-c2ccccc2)cc1NC(=O)c1ccc(Cl)s1
    -8, -0.1, 1.0, -3
COc1ccc(Nc2ccn3ncc(-c4ccc(N)cc4)c3n2)cn1
    -22, 0.1, 1.5, 1
CC12C=CC3(O1)C(C(=O)N(C1CC1)C3C(=O)NC1CCCC1)C2C(=O)NC1CCCCC1 (stereo not drawn)
    -3, 0.0, -1.0, -9
Oc1ccc(Cl)cc1C1CC(c2ccc(Cl)cc2)=NC(c2ccc(Br)cc2)N1 (stereo not drawn)
    4, 0.0, 1.5, 8
COc1ccc(CCN2C(=S)N(c3ccc(F)cc3)C(=O)C2CC(=O)Nc2ccc(Cl)cc2)cc1OC (stereo not drawn)
    -1, 0.0, -0.5, -12
O=C(NC1(C(F)(F)F)Oc2ccccc2O1)N1CCOCC1
    -7, -0.1, 0.1, -4
COC(=O)c1ncn(CC(C)=O)c1C(=O)OC
    10, 0.6, -0.9, 0
COc1cc(C(=O)NC(c2ccc(C(C)C)cc2)c2cc([N+](=O)[O-])c3cccnc3c2O)cc(OC)c1OC (stereo not drawn)
    0, -0.3, -1.1, 1
O=C(NCC(c1cccnc1)N1CCOCC1)NC1CCCCC1 (stereo not drawn)
    -16, 0.0, -0.4, -4
CCCC1N=C(c2ccc3c(c2)OCO3)CC(c2ccccc2O)N1 (stereo not drawn)
    -1, -0.2, -3.2, -65
COc1ccc(C2=NN(CC(=O)N3CCCC3)C(=O)c3cc4ccccc4n3C2)cc1
    25, 0.1, 2.0, 1
Cc1ccccc1NC(=O)c1c(NC(=O)c2ccccc2Cl)sc2c1CCCC2
    -2, 0.0, -0.1, 0
CC(NS(=O)(=O)c1ccc([N+](=O)[O-])cc1)C(=O)N/N=C/c1ccc(O)cc1 (stereo not drawn)
    6, 0.1, 0.2, -5
COc1ccc(/C=C(\NC(=O)c2ccc(OC)cc2)C(N)=O)cc1
    8, 0.0, 0.4, 1
COc1ccc(NC(=O)C(=O)N/N=C/c2cccnc2)c(OC)c1
    13, -0.1, -1.1, 13
O=C(O)/C=C/C(=O)N(CCc1ccccc1)C1CC(=O)N(c2ccc(Br)cc2)C1=O (stereo not drawn)
    6, 0.0, -1.7, 1
CCCC(=O)NC(=S)Nc1ccc2[nH]c(=O)[nH]c2c1
    10, 0.2, 0.3, 8
Cn1c(CN2CCN(C(=O)CN3C(=O)CCC3=O)CC2)nc2ccccc21
    54*, -0.2, 3.0, 0
CC(=O)NCCNC(=O)c1ccccc1C
    3, 0.0, -0.5, -1
CN(CC(=O)Nc1cccc(F)c1)S(=O)(=O)c1ccc(Br)s1
    13, 0.1, 0.2, 3
C=CCn1c(N2CCC(C)CC2)nc2c1c(=O)n(C)c(=O)n2C
    3, -0.2, 0.2, 0
CC1(C)CC(=O)C2=C(C1)NC(=O)CC2c1ccc(OCc2ccccc2)cc1 (stereo not drawn)
    7, 0.1, -0.3, 6
O=C(Nc1nnc(-c2ccco2)s1)c1ncoc1-c1cccc(Cl)c1
    5, -0.1, -0.2, -1
CC(C)(C)C1=NN(CC(=O)N2CCOCC2)C(=O)c2cc3ccccc3n2C1
    8, 0.1, 0.5, -1
COC(=O)C(O)(c1ccc(N(C)S(=O)(=O)c2ccc(C)cc2)cc1)C(F)(F)F (stereo not drawn)
    13, 0.6, -0.6, 3
COc1ccc(C2C(C(=O)OCC(C)=O)CCC(=O)N2c2ccc(C)cc2)cc1OC (stereo not drawn)
    0, 0.2, 2.4, 8
COC(=O)c1ccccc1NC(=O)Cc1cn(C)c2ccccc12
    -2, -0.4, 1.0, -5
Cc1ccc(C(=O)Nc2nc(C)nc(NC(=O)c3ccc(C)cc3)n2)cc1
    6, 0.1, -5.2, -3
CC12CCC(C(=O)Nc3cccc4cccnc34)(CC1=O)C2(C)C (stereo not drawn)
    11, 0.2, -0.9, 11
CCCCN(C)Cc1c(O)ccc2c(=O)c(-c3ccccc3OC)c(C(F)(F)F)oc12
    2, -0.2, 0.5, 8
COc1ccc(-n2c(SCC#N)nc3sc4c(c3c2=O)CCC4)cc1
    2, 0.0, -0.8, -4
Cc1cccc(-c2cnc(C)nc2C2CCCN(C(=O)[C@@H]3C[C@@H](C)NC(=S)N3)C2)c1 (stereo partly drawn)
    6, -0.1, -0.7, -6
O=C(CSc1nnnn1-c1ccccc1)c1ccc2c(c1)Cc1ccccc1-2
    7, 0.0, 2.1, -7
Fc1ccc(C(c2nnnn2CC2CCCO2)N2CCN(C3CCCCC3)CC2)cc1 (stereo not drawn)
    8, 0.1, 0.4, 2
COC(=O)c1cc(CNC(=O)c2cccc3ccccc23)cc(NC(=O)Cn2cccn2)c1
    -18, 0.1, 0.0, 15
Cc1nc2sc(C(=O)NCc3ccccn3)c(C)c2c(=O)[nH]1
    -5, -0.1, -1.0, -8
COc1ccccc1Cn1c(SCC(=O)Nc2ccc(N(C)C)cc2)nc2ccc(Br)cc2c1=O
    15, 0.1, -0.2, 3
Cc1ccccc1-c1nc(CS(=O)CC(=O)NCc2ccc(F)cc2)c(C)o1 (stereo not drawn)
    18, 0.8, 0.2, 8
CC(=O)NC1C(=O)N(Cc2ccccc2)c2ccc(Cl)cc21 (stereo not drawn)
    -3, -0.2, -0.1, 4
COc1cc(/C=C2/SC(=Nc3ccc(C)cc3)NC2=O)ccc1OCc1ccccc1
    11, -0.1, -0.9, -3
COc1ccc(-c2ccc(NC(=O)c3cccc(F)c3)cc2)nn1
    12, 0.4, -4.0, -57
c1cncc(CNc2nc(Nc3cnccn3)nc3c2ncn3-c2ccsc2)c1
    24, 0.0, -1.2, 59*
CCCCCNC(=O)c1c[nH]c2ccc(S(=O)(=O)N3CCc4ccccc4C3)cc2c1=O
    -4, 0.0, -0.4, -4

Remaining list, next part
Values run as follows: MITF inh, FBW7 act, GPR151 ag, TEAD-YAP inh
Clc1cncc(Cl)c1N/N=C/c1c[nH]c2ccccc12
    3, 0.2, -0.1, -24
O=C1CCCN1CCCNc1ccnc(Nc2ccccn2)n1
    13, 0.2, 2.1, -20
Cc1ccc(S(=O)(=O)CCc2nnc(-c3ccccc3)o2)cc1
    5, 0.1, -0.8, -5
Cc1ccc(Cl)cc1N1C(=O)C2C3C=CC(C3)C2C1=O (stereo not drawn)
    -2, 0.2, 2.0, 8
COC(=O)COc1ccc2c(=O)c(Oc3cccc(C)c3)c(C(F)(F)F)oc2c1
    7, 0.2, -0.3, -1
CC(C)(C)n1nc2c(c1NC(=O)C1CC1)CS(=O)C2 (stereo not drawn)
    -12, 0.0, 1.3, -1
COc1cc(OC)c(OC)cc1/C=N/NC(=O)c1nnn(-c2nonc2N)c1CN(C)C
    10, 0.1, -0.1, 7
CSc1nc(N)nc(SCC(=O)CC(=O)OC(C)C)c1C#N
    7, -0.1, 0.2, -12
FC(F)(F)c1cccc(NC(=S)NC2CC2)c1
    0, 0.0, 0.9, 0
c1ccc(COc2ccc(-c3cccnc3)cn2)nc1
    9, 0.0, 0.8, -29
Cc1ccc2c(c1)c1c3n2CCN(C(=O)c2c(-c4c(F)cccc4Cl)noc2C)C3CCC1 (stereo not drawn)
    -8, 0.0, -1.2, -1
Cc1cc(NC(=O)NCC(C)C)n(-c2nc3c(c(=O)[nH]2)CCCC3)n1
    20, -1.2, 3.7, 14
O=C(c1ccc(F)cc1)N1CCc2c([nH]c3ccccc23)C1
    -4, -0.2, -1.4, -6
CC(=O)Nc1cccc2c(NC(C)=O)cccc12
    11, 0.0, 0.3, 9
CCN1CCN(Cc2c(O)ccc3cc(-c4ccccc4)c(=O)oc23)CC1
    2, 1.3, -0.1, 15
O=C(Nc1nc2ccccc2s1)c1cccnc1Cl
    -4, -0.1, -8.6, 15
Nc1ccc2c3c(cccc13)C(=O)N(CC(O)CO)C2=O (stereo not drawn)
    -9, 0.1, 0.8, -1
N#CCNC(=O)c1cc([N+](=O)[O-])cc([N+](=O)[O-])c1
    20, 0.4, -0.8, 7
C=CCc1cccc2cc(C(=O)NCCOC34CC5CC(CC(C5)C3)C4)c(=O)oc12
    -212, -0.1, -1.0, -4
O=C(Nc1ccc2oc(-c3cccc(I)c3)nc2c1)c1ccc(-c2cccc([N+](=O)[O-])c2)o1
    -6, 0.3, -1.1, 2
CSC(=NC1CCCCC1)NS(=O)(=O)c1ccccc1
    2, -0.1, -0.6, -12
CCOC(=O)C[n+]1ccc2ccccc2c1
    -7, -0.4, 1.3, 7
COc1cc(/C=C2\N=C(c3ccccc3)OC2=O)ccc1OCc1ccccc1
    -2, 0.1, 0.5, -3
O=c1c2cn[nH]c2nc(SCc2ccc(Cl)cc2)n1-c1cccc(Cl)c1
    0, -0.1, -0.6, -3
Cc1ccc2c(C)nc(N3CCCC(C(=O)N[C@@H]4CS(=O)(=O)C[C@H]4O)C3)nc2c1 (stereo partly drawn)
    -2, 0.2, 0.3, -4
O=C(NCCCN1CCOCC1)c1ccc2c(c1)NC(=O)c1ccccc1S2
    -10, -0.1, 0.4, -8
CCc1ccccc1NC(=O)CSc1nc2ccccc2c(=O)n1CCCC(=O)NCc1cccc(Cl)c1
    6, 0.6, -0.4, 18
Cn1c(Nc2cccc(C(=O)NCCCN3CCCC3=O)n2)nc2ccccc21
    16, -0.1, 2.5, 2
COc1ccc(C(CNCCC(=O)O)N(C)C)cc1 (stereo not drawn)
    55*, 0.5, -1.2, -5
CCOC(=O)CCC(=O)C(C#N)c1nc(-c2ccc(F)cc2)cs1 (stereo not drawn)
    10, 0.2, -1.1, -6
COc1ccccc1N(CN1CCCC1=O)C(=O)c1ccc(C)c(C)c1
    8, 1.3, -0.9, 14
Cc1cc(C)cc(OCc2nnc(NC(=O)c3ccc(C)c(C)c3)s2)c1
    12, 0.2, 0.1, 1
O=C(Nc1c2c(nn1-c1ccc([N+](=O)[O-])cc1)CS(=O)(=O)C2)c1ccccc1Cl
    0, -0.2, -0.5, 7
COc1ccc(C(=O)Nc2cc(C(=O)N3CCc4ccccc4C3)ccc2N2CC3CC(C2)c2cccc(=O)n2C3)cc1 (stereo not drawn)
    20, 0.4, 0.4, 4
